Source: PubChem BioAssay
D2 PAM: positive allosteric modulators of human D2 dopamine receptor; P14416; HEK293 T-REx D2, calcium flux, EC20 dopamine potentiation; potentiation, % at 10 µM; 340,000 tested, 0.34% active;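 active means potentiation over 3 SD above the plate norm, cut at about 30% in these data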; further: 0% is about no effect
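Primary screen. Calcium kinetics in induced HEK293 T-REx D2 cells: compound pre-addition 180 s, EC20 dopamine, 180 s more.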
RXFP1 agonist: agonists of human relaxin receptor RXFP1. HEK293T-RXFP1 cAMP TR-FRET, 30 min; response scale: percent of porcine relaxin response, buffer zero. Potency, µM (series often up to 57.5 µM), inactives show at the highest dose activation, usual class: activators. Q9HBX9. 370,000 tested, 0.3% active; further: potency means the concentration at half of the fitted maximal effect; on the % scale 0 is the no-effect control and ±100 the full control effect; nearly all actives have a fitted effect of over 60% in size; many of its hits are not listed in these tables
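HEK293 cells stably expressing RXFP1, treated 30 min at 37C with compounds plus PDE4 inhibitor Ro 20174; cAMP measured by HTRF TR-FRET. Normalized to buffer and 29 nM porcine relaxin; EC50 by Hill fit.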
D1 ag: human D1 receptor agonism; P21728; HEK293 T-REx D1 cells, calcium flux, agonist mode; activation, % at 2 µM; 360,000 tested, 1% active; AID 504660; in the data active means activation above about 30%; further: 0% is about no effect
Target sequence (P21728 whole entry, looked up): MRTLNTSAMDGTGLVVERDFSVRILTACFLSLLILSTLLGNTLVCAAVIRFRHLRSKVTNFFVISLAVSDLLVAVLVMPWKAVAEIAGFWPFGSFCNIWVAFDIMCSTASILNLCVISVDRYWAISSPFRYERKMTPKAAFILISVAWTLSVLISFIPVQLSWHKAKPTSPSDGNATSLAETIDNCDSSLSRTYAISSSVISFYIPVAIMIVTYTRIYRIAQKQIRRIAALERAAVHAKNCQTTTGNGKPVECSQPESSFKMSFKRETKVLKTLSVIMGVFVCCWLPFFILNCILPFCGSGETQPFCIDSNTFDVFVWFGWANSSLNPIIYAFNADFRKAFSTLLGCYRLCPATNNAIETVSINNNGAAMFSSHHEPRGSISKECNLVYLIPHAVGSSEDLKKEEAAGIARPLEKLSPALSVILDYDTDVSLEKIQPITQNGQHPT
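Agonism was scored from calcium flux recorded over 180 s (1 read/s) after pintool compound addition, following a 10-cycle baseline. Cells were inducible force-coupled HEK293 TREx D1, plated overnight at 30 C and loaded with no-wash calcium dye.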
Vif-A3G inh: blocks the Vif interaction with human APOBEC3G; Q9HC16; HeLa A3G-eYFP + Vif (tagged APOBEC3G with the HIV-1 protein that degrades it), YFP fluorescence, overnight; Potency, µM (titrated, usually from 46.1 µM), for the others: at the top dose activity, negative = active, hits mostly inhibitors; 410,000 tested, 0.076% active; AID 602310;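 further: potency means the concentration at half of the fitted maximal effect; on the % scale 0 is the no-effect control and ±100 the full control effect; nearly all actives have a fitted effect of over 60% in size; hits raise eYFP signal because A3G escapes Vif-driven loss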
Target sequence (Q9HC16 whole entry, looked up): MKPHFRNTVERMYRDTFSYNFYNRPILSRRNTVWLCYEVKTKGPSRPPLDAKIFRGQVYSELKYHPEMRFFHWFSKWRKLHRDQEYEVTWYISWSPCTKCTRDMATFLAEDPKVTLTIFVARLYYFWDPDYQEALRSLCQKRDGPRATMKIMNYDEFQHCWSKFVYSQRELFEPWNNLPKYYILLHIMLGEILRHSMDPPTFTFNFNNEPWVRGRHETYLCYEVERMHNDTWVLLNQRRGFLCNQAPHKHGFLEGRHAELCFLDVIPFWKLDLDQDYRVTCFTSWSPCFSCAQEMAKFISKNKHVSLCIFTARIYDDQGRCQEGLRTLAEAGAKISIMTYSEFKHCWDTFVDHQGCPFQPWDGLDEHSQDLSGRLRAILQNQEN
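Read-out is eYFP fluorescence (Ex 488/Em 500-530) from Vif-expressing HeLa A3G-eYFP cells; more signal means A3G escaped Vif-mediated degradation. Cells plated overnight, compound pinned in, incubated overnight at 37 deg C.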
D1 PAM: potentiators of human D1 dopamine receptor. P21728. HEK293 TREx D1 cells, calcium flux, dopamine EC20 potentiation. potentiation, % at 10 µM. 360,000 tested, 0.036% active. AID 504651; in the data active means potentiation above about 30%; further: 0% is about no effect
GRP78 ERSR act: induces the endoplasmic reticulum stress response in human glioma cells; U87-MG GRP78 promoter luciferase reporter, 16 h; Potency, µM, for the others: top-dose activation, actives largely listed as activators; 420,000 tested, 0.02% active; AID 602332; further: potency means the concentration at half of the fitted maximal effect; series mostly up to about 76 µM; % of control where 0% means no effect; nearly all actives have a fitted effect of over 35% in size
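Stably transfected U87-MG glioma cells carrying a GRP78-based luciferase sensor; 16 h compound incubation. Luminescence end-point read 10 min after Bright-Glo addition at room temperature.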
LDHA block: inhibitors of human lactate dehydrogenase A; purified LDHA, NADH/diaphorase-resazurin fluorescence; hits give low values; P00338; 480,000 tested, 0.15% active; activity change, % (values are at about 110 or 230 µM); in the data active means activity change below about -30%; inconclusive means mostly about -25% to -30%;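 further: plate controls were DMSO wells for no effect and wells without enzyme for full effect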
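Human LDH5 (2 nM) was incubated with 0.06 mM NADH and 0.2 mM pyruvate for 5 min at room temperature in Tris pH 7.4. Remaining NADH was coupled through diaphorase/resazurin, and resorufin fluorescence was read at 0 and 20 min.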
D1 antag: blocks dopamine activation of the human D1 receptor. P21728. HEK293 TREx D1 cells, calcium flux, dopamine EC80; hits give low values. activity change, negative = inhibition, % at 10 µM. 360,000 tested, 3.2% active; in the data active means activity change below about -30%; further: on the % scale 0 is the no-effect control and ±100 the full control effect
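Allosteric or orthosteric antagonism assessed as attenuation of the calcium response to EC80 dopamine, added 180 s after compound, in induced HEK293 Trex D1 cells loaded with no-wash calcium dye.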
Vif-A3F inh: Vif-A3F binding inhibition. Potency, µM (top dose mostly 46.1 µM), inactives show at the top dose activity, negative = active. 390,000 tested, 0.2% active. HeLa A3F-eYFP + Vif (tagged APOBEC3F with the HIV-1 protein that degrades it), YFP fluorescence increase; further: potency means the concentration at half of the fitted maximal effect; % of control where 0% means no effect; nearly all actives have a fitted effect of over 65% in size
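HeLa cells stably expressing Vif plus C-terminally eYFP-tagged A3F were seeded, incubated overnight at 37 deg C, dosed with compound, incubated overnight again at 37 deg C. Yellow fluorescence (Ex 488/Em 500-530) reported blocked Vif-mediated A3F-eYFP degradation.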
* hit, by the source's call; ? = inconclusive; / = no result given; & = joins results of further samples; [ ] = remark or other dose. Unless noted, the call rests on the fitted dose curve; in most records, active means well fitted curve in the direction sought with a large enough effect; inconclusive means small, poorly fitted or top-dose-only effect, or another doubt; inactive means no such curve, though single readings can be large; an effect the other way counts as inactive or inconclusive.

SMILES	D2 PAM	RXFP1 agonist	D1 ag	Vif-A3G inh	D1 PAM	GRP78 ERSR act	LDHA block	D1 antag	Vif-A3F inh
CC(C)CC(=O)N1CCN(Cc2cccc(Cl)c2)CC1	-5	3.3%	3	1%	-1	-3%	-15	-10	1%
CCCc1nnc(NC(=O)c2cccnc2)s1	-5	0.6%	1	-1%	-6	2%	-7	2	2%
Cc1c(C(=O)NCCN(C)C)sc2nc3n(c(=O)c12)CCC3	-7	-0.2%	2	3%	3	-2%	-1	8	7%
Cc1ccc(C)c2sc(NC(=O)CN3C(=O)CCC3=O)nc12	5	-7.1%	3	2%	7	1%	-3	-45*	1%
N#Cc1nc(COc2cccc(Cl)c2)oc1NCc1ccco1	/	-2.0%	2	-2%	-2	5%	-3&6	-21	-5%
Cc1ccc(C(=O)Nc2ccc3c4c(cccc24)CC3)cc1[N+](=O)[O-]	-6	0.7%	4	1%	-8	-2%	-6	2	-12%
COc1cc2c(cc1O)C(Cc1ccc(O)cc1)[N+](C)([O-])CC2 (stereo not given)	-9	0.0%	2	-2%	-6	-4%	1	-38*	1%
COc1ccc(S(=O)(=O)N2CCN(Cc3ccccc3)CC2)c(C)c1	-3	-0.2%	2	0%	-3	0%	1	-27	18%
CC(C)(C)c1ccc(-c2nc(C=O)c3ccccn23)cc1	7	0.7%	2	-3%	-4	0%	-1	9	0%
Brc1cccc(-c2nc(-c3ccncc3)no2)c1	8	-1.7%	1	-16%	2	1%	-6	3	?
Nc1nc2ccccc2n1CCOc1ccc(Cl)cc1	8	-0.1%	11	1%	-15	-5%	-7	-4	-23%
Cn1nc(C(C)(C)C)cc1C(=O)NCc1ccc(N2CCCC2=O)cc1	1	0.3%	8	2%	-12	-3%	-3	-27	-6%
CC(=O)C1=C(O)C(=O)N(CCc2c[nH]c3ccccc23)C1c1cccc(O)c1 (stereo not given)	2	3.0%	-1	2%	-1	-1%	-2	0	-1%
CCCCNC(=O)COC(=O)c1ccc(C)c(NC(=O)c2ccco2)c1	-4	1.8%	2	1%	1	-4%	-8	0	12%
O=C(Nc1ccc2nc(SCC(=O)N3CCOCC3)sc2c1)c1ccccc1Cl	-4	-0.1%	0	-5%	-1	-3%	-2	-5	2%
CCCN(CC(=O)Nc1ccccc1C)C(=O)/C=C/c1cccs1	3	-1.3%	2	-2%	-6	-5%	-6	-17	-6%
CCOC(=O)C1(CC2CC2)CCN(Cc2cnc(-c3ccc(OC)cc3)nc2)CC1	-9	-0.2%	1	1%	0	0%	1	5	-6%
COc1ccccc1NC(=O)Nc1cccc(C)n1	9	-0.4%	2	2%	-3	3%	-3	6	0%
COc1ccc(N=C(NN)c2ccc3ccccc3n2)cc1	11	0.3%	1	-7%	-3	-15%	17	6	-3%
O=C(Nc1nc(-c2ccccn2)cs1)c1ccc(Cl)s1	11	0.6%	8	?	-8	2%	-2	-1	-20%
Cc1noc(C)c1COc1ccc(C(=O)Nc2ncccc2O)cc1	12	-0.9%	5	1%	-20	?	3	-28	3%
CN(Cc1nc2ccc(F)cc2[nH]1)Cc1nc(CC2CC2)no1	4	-1.7%	4	5%	-2	4%	-3	15	1%
CCN(CC)CCNC(=O)CCc1c(C)nc2c(c(C)nn2-c2ccc(C)c(C)c2)c1C	-1	3.2%	14	2%	-7	-1%	0	-9	5%
C(=N\N1CCN(c2ccccn2)CC1)/C1=C(N2CCOCC2)C(=C/c2ccccc2)/CC1	-6	-1.2%	1	2%	1	2%	4	-3	-3%
O=c1oc2ccc(F)cc2c2c1C1O[C@](c3ccsc3)(Cc3c1ccc1ccccc31)O2	/	6.8%[11.5 µM]	1	/	2	/	/	-26	/
COc1cccc(CNC(=O)c2cc3c(s2)-c2c(C)cccc2OC3)c1	-25	7.0%	2	1%	-8	-3%	7&-11	-36*	0%
O=C(NNc1cccc(Cl)n1)c1ccccc1CC[N+](=O)[O-]	5	-1.3%	4	-6%	1	1%	-3	-3	-8%
CC1=C(C(=O)OCCCCCl)C(c2cc3c(cc2Br)OCO3)NC(=O)N1 (stereo not given)	1	-0.6%	1	1%	-12	-3%	-12	9	9%
N#C/C(=C\c1ccccc1)c1nc2ncccc2[nH]1	11	0.8%	1	-1%	-2	5%	9	-9	-6%
COc1cc(/C=C2/C(=O)NN(c3cccc(C)c3)C2=O)ccc1OC(=O)c1ccco1	3	0.2%	1	-17%	-5	7%	4	12	0%

Quoted from the results shown for reference:
SMILES	D2 PAM	RXFP1 agonist	D1 ag	Vif-A3G inh	D1 PAM	GRP78 ERSR act	LDHA block	D1 antag	Vif-A3F inh
COc1cccc(CNC(=O)c2cc3c(s2)-c2c(C)cccc2OC3)c1	-25	7.0%	2	1%	-8	-3%	7&-11	-36*	0%
O=C(NNc1cccc(Cl)n1)c1ccccc1CC[N+](=O)[O-]	5	-1.3%	4	-6%	1	1%	-3	-3	-8%
CC1=C(C(=O)OCCCCCl)C(c2cc3c(cc2Br)OCO3)NC(=O)N1 (stereo not given)	1	-0.6%	1	1%	-12	-3%	-12	9	9%
N#C/C(=C\c1ccccc1)c1nc2ncccc2[nH]1	11	0.8%	1	-1%	-2	5%	9	-9	-6%

(list continues)
SMILES	D2 PAM	RXFP1 agonist	D1 ag	Vif-A3G inh	D1 PAM	GRP78 ERSR act	LDHA block	D1 antag	Vif-A3F inh
Cc1ccccc1OCC(=O)Nc1ccc2c(c1)n(C)c(=O)n2C	-5	0.1%	11	-1%	-4	1%	-6	-8	12%
CCN1C[C@@H]2[C@@H]3C(=O)N(C)C(=O)[C@@H]3[C@](Cc3ccccc3)(C1=O)N2C(=O)c1ccc(F)cc1	/	/	/	4%	/	-6%	1	/	-1%
O=C(NCC1CCCO1)C(c1cccnc1)N(C(=O)Cc1cccs1)c1ccccc1 (stereo not given)	/	0.0%	/	1%	/	6%	-1	/	8%
CCOc1ccccc1N1C(=O)c2cccnc2C1=O	-1	-0.1%	2	5%	11	-7%	1	-8	4%
O=S1(=O)c2cccc3cccc(c23)N1Cc1nnc(-c2ccccc2Br)o1	-6	9.5%	16	3%	5	1%	8	-8	4%
Cc1cccc(C(CC(=O)NCc2ccco2)c2ccccc2)c1O (stereo not given)	-1	1.8%	2	0%	-8	-3%	1	-20	2%
CCN1C(=NCc2ccc(OC)cc2)N[C@@H](CCc2ccccc2)[C@H](C(=O)NCc2ccc(OC)cc2)[C@H]1C	-12	1.6%&-0.5%	2&5	2%	-2&9	-7%	0	11&-6	7%
COC(=O)C1CC2=C(CCC2=O)N(c2ccccc2)C1=O (stereo not given)	/	/	/	-1%	/	2%	-4	/	-2%
CCOc1ccc(Cl)cc1/C=N/NC(=O)c1ccccc1	-2	-1.0%	1	2%	-5	0%	-11	9	-9%
O=C(Cc1ccc(Br)cc1)N1CCN(c2ccccc2O)CC1	13	1.4%	7	4%	-5	5%	5	/	-3%
O=C1C(c2ccccc2)C2C=CC(C2)N1O (stereo not given)	/	/	/	1%	/	-3%	-6	/	-30%
CCN(CC)S(=O)(=O)c1ccc(N2CCOCC2)c(NC(=O)CN2C(=O)NC(C)(c3ccccc3)C2=O)c1 (stereo not given)	11	0.5%	1	-4%	5	-4%	-3	27	0%
O=C(O)c1cc(Br)ccn1	0	1.0%	1	1%	-2	-5%	0	-7	-6%
C/C(Cc1ccccc1)=N/NC(=O)CNC(=O)C(c1ccccc1)c1ccccc1	1	-1.5%	3	1%	-6	-2%	2	7	-2%
COc1ccc(C(=O)N2CCCC(CO)(Cc3ccccc3C)C2)o1 (stereo not given)	/	-1.0%	8	-3%	-4	-5%	0	11	4%
COc1ccc(-c2noc(Cn3cc(S(=O)(=O)N4CCCC4)ccc3=O)n2)cc1	/	1.7%	2	-1%	-1	-2%	0	2	0%
COc1ccc(OC)c(CC(=O)NC(c2ccccc2)c2ccccc2)c1	2	6.7%	2	-1%	/	-3%	15&6	3	0%
COc1ccc(OC(=O)c2ccc(Cl)cc2)c(C(C)=O)c1	-4	0.7%	2	0%	1	0%	-12	-16	-2%
Cc1ccc(C)c(NC(=O)CN(C)C(=O)CSC(C)C(=O)Nc2cc(C)on2)c1 (stereo not given)	7	-0.8%	1	1%	3	-4%	1	13	1%
OCCNCC(O)Cn1c2ccccc2c2ccccc21 (stereo not given)	-3	-0.9%	3	-1%	-3	-5%	2	4	0%
COc1cccc(CNC(=O)C(=O)NCC2OCCCN2S(=O)(=O)c2cc(C)ccc2C)c1 (stereo not given)	3	0.6%	1	-2%	-7	-5%	1	12	-12%
CCC1Oc2ccc(C)cc2N(CC(=O)NCCN2CCCCCC2)C1=O (stereo not given)	3	1.3%	2	1%	3	-1%	-3	5	0%
CNC(=S)NNC(=O)c1cccn(Cc2cccc(Cl)c2)c1=O	2	0.3%	2	2%	-4	-1%	-8	-5	-3%
CC(C)Cn1c(N)c(C(=O)COC(=O)CC23CC4CC(CC(C4)C2)C3)c(=O)n(C)c1=O	-7	1.3%	4	0%	2	-5%	-2	7	/
CN(Cc1cccc(F)c1)C(=O)CN1CCN(S(=O)(=O)c2ccc3c(c2)OCCCO3)CC1	11	1.1%	1	-4%	1	-2%	-3	-13	1%
COc1ccc(NC(=O)C[C@H]2C(=O)N(Cc3ccccc3)C[C@@H]2CSC)cc1	/	/	/	0%	/	1%	2	/	3%
COc1ccc(CCNC(=O)C(=O)NCC2CCCO2)cc1OC (stereo not given)	2	2.6%	-1	-1%	0	-3%	2	1	-14%
Cc1ccc(S(=O)(=O)N(C)c2ccc(C(=O)N3CCOCC3)cc2)cc1	/	-0.1%	1	0%	10	-7%	0	7	-8%
COc1ccccc1CN1CCCC(N2CCN(c3ccc(F)cc3)CC2)C1 (stereo not given)	-10	0.1%	0	2%	-2	-1%	-5	33	-11%
CC1(C)CC(NC(=O)c2cccc(S(=O)(=O)N(Cc3ccccc3)c3ccccc3)c2)CC(C)(C)N1	2	0.4%	6	-11%	1	-12%	-2	10	-24%

An excerpt; count on the stated rates, not on these rows.
